# RNase H inhibition – RNase H inhibition, HIV 1 Gag Pol polyprotein, FRET biochemical assay, screening (AID 372). actives 0.77% (n = 100,000). HIV-1 RT RNase H, FRET RNA/DNA substrate fluorescence; higher % means a stronger effect. one-dose inhibition, % at 10 µM; IC50 in µM for titrated hits; in the data active = inhibition above about 50%
# * marks the source's active call; other numbers are inactive results.
No.	Molecule	RNase H inhibition
1	Cc1onc(-c2ccccc2Cl)c1C(=O)Nc1ccc(OCc2ccccc2)cc1	9%
2	O=C(Nc1cccc(Br)c1)c1cc(S(=O)(=O)N2CCOCC2)c(Cl)cc1Cl	13%
3	CC(=O)/C(C(=N)N1CCOCC1)=C(/C)O	43%
4	CC(=O)Oc1ccc2c(=O)c(-c3ccccc3Cl)c(C)oc2c1C	0%
5	CCOC(=O)/C(=N/Nc1cc(Cl)ccc1C)S(=O)(=O)c1ccc(Cl)cc1	10%
6	Cc1ccc(N=Cc2ccccc2[N+](=O)[O-])c(O)c1	10%
7	O=C(Nc1ccc(NC(=O)c2cccnc2)cc1)c1ccc(NC(=O)c2cccnc2)cc1	11%
8	O=S(=O)(c1ccc(I)cc1)N1CCCC1	5%
9	O=C(N/N=C\c1cc(Br)cc(Cl)c1O)c1ccc(Br)cc1	0%
10	Cc1c(NC(=O)C(C)C)cccc1-c1nc2ccccc2s1	13%
11	CC(C)(C)C1(C)OC(O)(C(F)(F)F)CC1=O (stereo not drawn)	15%
12	COC(=O)C1=C(C)N(C)C(=O)NC1c1ccc(OC)c(Br)c1 (stereo not drawn)	0%
13	COc1ccc(C2CC(=O)C3=C(C2)Nc2ccccc2NC3c2cc3c(cc2Cl)OCO3)cc1 (stereo not drawn)	13%
14	Cc1ccc(NC(=O)n2ccc(C(=O)N3CCOCC3)n2)cc1	8%
15	COc1ccc(N2C(=O)NC(=O)/C(=C/c3cc(C)n(-c4ccc(Br)cc4)c3C)C2=O)cc1	25%
16	CCn1c(O)c(C=Nc2ccccc2)sc1=S	1%
17	O=C(c1cnn2c(C(F)(F)F)cc(-c3ccc(Br)cc3)nc12)N1CCCCC1	32%
18	O=C(Nc1ccc2oc(-c3cccc(Br)c3)nc2c1)c1cc([N+](=O)[O-])ccc1Cl	10%
19	C/C(=N\NC(=O)COc1cc(C)ccc1C(C)C)c1ccco1	7%
20	COc1ccc(/C=N/c2sc3c(c2C#N)CCCC3)c(OC)c1	0%
21	Cc1ccc(NC(=S)NN2CCN(C)CC2)cc1	0%
22	N=c1n(N)c2ccccc2n1CCO	1%
23	O=C1CC(NCCc2ccc(Cl)cc2)C(=O)N1c1ccc(Cl)cc1 (stereo not drawn)	1%
24	Oc1ccc(Br)cc1C=Nc1ccc(Cl)c2cccnc12	17%
25	CC(=O)Nc1ccc2c(c1)C1C=CCC1C(c1ccccc1F)N2 (stereo not drawn)	15%
26	CCOC(=O)C1=C(C)N=c2s/c(=C/c3cccc(OC)c3OC)c(=O)n2C1c1cccs1 (stereo not drawn)	16%
27	Oc1ccccc1C1OCC2(CO1)COC(c1ccccc1O)OC2 (stereo not drawn)	2%
28	CN(C(=O)c1cccc(NC(=O)c2ccccc2)c1)C1CCCCC1	4%
29	CCCCn1c(=N)n(CC(O)c2ccc(OC)cc2)c2ccccc21 (stereo not drawn)	6%
30	C(=Nn1cnnc1)c1ccc2c(c1)OCO2	2%
31	CCOc1ccccc1N=C1C(=O)Nc2ccc([N+](=O)[O-])cc21	2%
32	Cc1ccc(C(=O)Nc2ccc(Br)cc2)cc1S(=O)(=O)Nc1ccc(Cl)cn1	3%
33	CCNCCNc1ccc([N+](=O)[O-])cc1Cl	0%
34	COC(=O)COc1ccc(C=O)cc1OC	3%
35	CC(NC(=O)/C=C/c1ccc(Cl)cc1)c1ccccc1 (stereo not drawn)	0%
36	O=[N+]([O-])c1ccc(-c2ccco2)c(Cl)c1	14%
37	N#Cc1ccccc1NC(=O)c1ccc(F)cc1	2%
38	O=c1oc2c(-c3ccc(Cl)c(Cl)c3)cc(O)cc2s1	36%
39	N#Cc1ccc(N=Cc2ccccc2O)cc1	2%
40	CCOc1ccc(C2=C/C(=C/c3cccs3)C(=O)O2)cc1	16%
41	COc1ccccc1C1C(C(=O)Nc2ccccc2)=C(C)NC(C)=C1C(=O)Nc1ccccc1	15%
42	O=C(O)c1nn(-c2ccccc2)c(=O)c2ccccc12	15%
43	Cc1cc(C=O)c(C)n1-c1ccc(OCc2ccccc2F)cc1	9%
44	CCOc1cccc(NC(=O)/C(C#N)=C\c2cc(C)n(-c3ccc(CC)cc3)c2C)c1	9%
45	O=C(/C=C/c1cccc([N+](=O)[O-])c1)NCc1ccco1	9%
46	COc1ccc(C(=O)Nc2cccc3c2CCCC3)cc1OC	10%
47	O=C(C1=C(O)C(=O)N(c2ccc(Cl)cc2)C1c1ccc(F)cc1)c1nccs1 (stereo not drawn)	1%
48	CCOc1ccc(/C(C)=N/NC(=O)c2cc(C34CC5CC(CC(C5)C3)C4)[nH]n2)cc1	12%

# Reformatted: entries from further up
(46) COc1ccc(C(=O)Nc2cccc3c2CCCC3)cc1OC
  RNase H inhibition: 10%
(47) O=C(C1=C(O)C(=O)N(c2ccc(Cl)cc2)C1c1ccc(F)cc1)c1nccs1 (stereo not drawn)
  RNase H inhibition: 1%

# Remaining list, next part.
No.	Molecule	RNase H inhibition
49	CN1CCN(C(=O)C(=O)Nc2ccc3c(c2)OCO3)CC1	0%
50	COc1ccc(N2C(=O)C(Cl)=C(N3CCOCC3)C2=O)cc1	2%
51	CCC(=O)c1ccc(N2CCN(C(=O)c3ccc(F)c(F)c3)CC2)c(F)c1	0%
52	O=C(/C=C/c1ccccc1)C1=C(O)C(=O)N(c2cccc(C(=O)O)c2)C1c1cccc(F)c1 (stereo not drawn)	0%
53	COc1ccc(-c2ccc(/C=N\NC(=O)CNc3ccc(C)cc3)o2)cc1Cl	16%
54	CC(=O)c1ccc(N2C(=O)c3ccc4c5c(ccc(c35)C2=O)C(=O)N(c2ccc(C(C)=O)cc2)C4=O)cc1	12%
55	C1CCc2sc3c(c2CC1)c1nnnn1c1nnnn31	8%
56	COc1cc(CN2CCN(Cc3ccccc3Br)CC2)cc2c1OCO2	13%
57	COc1cccc(/C=N/NC(=O)N/N=C/c2cccc(OC)c2)c1	9%
58	CCOC(=O)C1=C(C)N=c2s/c(=C\c3ccc(OC)c(O)c3)c(=O)n2C1c1cc(OC)ccc1OC (stereo not drawn)	6%
59	COc1ccccc1/C=N\N1CCN(c2ccccc2OC)CC1	13%
60	O=C1C2C3C=CC(C3)C2C(=O)N1/N=C/c1cc(Br)ccc1O (stereo not drawn)	4%
61	CC(NC(=O)CN(c1cccc(C(F)(F)F)c1)S(C)(=O)=O)c1ccccc1 (stereo not drawn)	8%
62	COc1cc(OC)c(NC(=O)C(Cl)(Cl)Cl)cc1Cl	2%
63	O=C(NC(=S)Nc1ccc(N2CCOCC2)cc1)c1cccc(F)c1	15%
64	COc1ccc(/C=C2\C(=O)NC(=O)N(c3cc(C(F)(F)F)ccc3Cl)C2=O)cc1C(=O)O	3%
65	O=C(NC(=S)Nc1ccc(N2CCOCC2)cc1)c1ccccc1I	19%
66	CCSc1nnc(NC(=O)C(CC)c2ccccc2)s1 (stereo not drawn)	8%
67	COc1ccc(C(=O)NCc2ccc(S(N)(=O)=O)cc2)cc1[N+](=O)[O-]	6%
68	COc1ccc2c(c1)c(=O)oc1c(C)c(OCc3ccc(C(=O)O)o3)ccc12	1%
69	COc1ccc(CN2CCN(Cc3cc(Br)ccc3O)CC2)cc1OC	14%
70	O=C1C(=O)N(Cc2ccccc2Cl)c2ccccc21	22%
71	CCOc1ccc(C(=O)Nc2cccc(OC)c2)cc1Br	7%
72	O=C(Nc1cccc(Cl)c1Cl)C(O)(c1ccccc1)c1ccccc1	15%
73	COc1ccccc1/C=N/NC(=O)COc1ccccc1[N+](=O)[O-]	11%
74	Cc1ccc(OC(=O)COc2ccc(Cl)cc2)cc1C	16%
75	COc1ccccc1/C=C/C(=O)c1c(-c2ccccc2)c2cc(C)ccc2[nH]c1=O	59%*
76	CC(=O)Nc1ccc(C(=O)N2CCN(c3ccc(F)cc3)CC2)cc1	0%
77	Cc1ccc(OCC(=O)N=Nc2c(O)[nH]c(=O)[nH]c2=O)cc1	3%
78	Nc1nc2c(s1)-c1ccccc1CC2	26%
79	Cc1ccc(P(=O)(O)c2ccc(C)cc2)cc1	8%
80	COc1ccc(/C=N/c2ncn[nH]2)cc1OC	4%
81	Cc1ccc(-c2nc(Nc3ccccc3)sc2C)cc1	10%
82	CC(=O)c1ccc(NC(=O)c2ccc3nc4c5ccccc5c5ccccc5c4nc3c2)cc1	11%
83	O=C1NC(=O)N(c2ccccc2F)C(=O)/C1=C/c1ccc(N2CCCCC2)o1	15%
84	COc1cc(Br)cc(/C=C2\C(=O)NC(=O)N(c3ccc(Cl)cc3)C2=O)c1OC	13%

# Continued; it opens with the five that closed the last part.
No.	Molecule	RNase H inhibition
80	COc1ccc(/C=N/c2ncn[nH]2)cc1OC	4%
81	Cc1ccc(-c2nc(Nc3ccccc3)sc2C)cc1	10%
82	CC(=O)c1ccc(NC(=O)c2ccc3nc4c5ccccc5c5ccccc5c4nc3c2)cc1	11%
83	O=C1NC(=O)N(c2ccccc2F)C(=O)/C1=C/c1ccc(N2CCCCC2)o1	15%
84	COc1cc(Br)cc(/C=C2\C(=O)NC(=O)N(c3ccc(Cl)cc3)C2=O)c1OC	13%
85	CCOc1cc(/C=C2/SC(=S)N(C)C2=O)cc(Cl)c1OCCOc1ccc(Br)cc1	0%
86	COc1ccc(C2CC(=O)C3=C(C2)NC(C)=C(C(=O)OCCOc2ccccc2)C3c2cc(Br)c(O)c(OC)c2)cc1 (stereo not drawn)	25%
87	O=C(NCCCn1ccnc1)c1ccc(Cl)cc1[N+](=O)[O-]	4%
88	Cc1ccc2nc(NC(=S)NC(=O)c3ccco3)sc2c1	2%
89	COc1cc(C=C2C(=O)OC(C)(C)OC2=O)cc(Br)c1O	15%
90	CCN1C(=O)/C(=C/c2cc(Cl)cc(Cl)c2OCc2ccccc2Cl)SC1=S	31%
91	CC1CCN(C(=O)c2ccc(I)cc2)CC1	2%
92	Cc1ccc(-n2c(Cc3ccccc3)nc3c(cnn3-c3ccccc3)c2=O)cc1C	23%
93	Cc1nc2ncccn2c1-c1csc(Nc2ccc(N(C)C)cc2)n1	23%
94	Cc1ccc(C(=O)Nc2ccccc2C(=O)Nc2ccccn2)cc1	1%
95	CC(=O)Nc1ccc(S(=O)(=O)NC(C)c2ccccc2)cc1 (stereo not drawn)	4%
96	Clc1cccc(Nc2c3c(nc4ccccc24)CCC3)c1	26%
97	O=C(COc1ccccc1)N1CCN(c2ccc([N+](=O)[O-])cc2Cl)CC1	15%
98	O=C(N/N=C/c1cc([N+](=O)[O-])ccc1N1CCCCCC1)c1ccccn1	3%
99	O=C(Nc1ccc(Br)cc1)C(=O)NC1CCCCC1	4%
100	CCc1ccc(OCC(=O)Nc2ccc3c(c2)OCO3)cc1	2%
101	O=C(Nc1c(-c2ccccc2)nc2ccc(Cl)cn12)c1ccco1	0%
102	Nc1c(C(=O)O)ccc2c1C(=O)c1ccccc1C2=O	6%
103	C=CCn1c(O)c(C=NCCCCCC)c(=O)[nH]c1=S	20%
104	O=C(N/N=C/c1cccs1)c1ccn[nH]1	0%
105	COC(=O)c1ccc(NC(=S)NC(=O)c2cccc(Br)c2)cc1	14%
106	CCOc1cc(C(=O)Nc2cccc(-c3nc4ccccc4o3)c2C)cc(OCC)c1OCC	16%
107	Cc1ccc(-c2nc3ccccc3o2)cc1NC(=O)COc1ccccc1	8%
108	COc1ccc(C(=O)CSc2nc(C)cc(C)n2)cc1	0%

# Single entries from the list:
# Value of C=CCn1c(O)c(C=NCCCCCC)c(=O)[nH]c1=S under RNase H inhibition: 20%
# Value of O=C(COc1ccccc1)N1CCN(c2ccc([N+](=O)[O-])cc2Cl)CC1 under RNase H inhibition: 15%
# Value of O=C(Nc1ccc(Br)cc1)C(=O)NC1CCCCC1 under RNase H inhibition: 4%
# Value of Nc1c(C(=O)O)ccc2c1C(=O)c1ccccc1C2=O under RNase H inhibition: 6%

# More results follow.
No.	Molecule	RNase H inhibition
109	Cc1cccc(N2CCN(c3cccc(C)c3)C2c2ccc(C)s2)c1	6%
110	CCOc1cc(C(=O)Nc2cc(-c3nc4cc(C)c(C)cc4o3)ccc2C)cc(OCC)c1OCC	26%
111	O=C(COc1ccc(Br)cc1Cl)Nc1cccc2ccccc12	6%
112	Cc1ccc2nc(-c3ccc(NC(=O)CN(c4ccc(F)cc4)S(C)(=O)=O)cc3)sc2c1	13%
113	Fc1ccc(C2=NN(c3ccccc3)C(c3ccco3)C2)cc1 (stereo not drawn)	18%
114	CCS(=O)(=O)N1CCN(C(=O)c2cccnc2)CC1	0%
115	CC(=O)Nc1ccc(S(=O)(=O)Nn2cnnc2)cc1	12%
116	Cc1ccc(C)c(/C=N/NC(=O)CN2CCSCC2)c1	0%
117	O=[N+]([O-])c1cnc(N2CCOCC2)c([N+](=O)[O-])c1	34%
118	COc1cccc(NC(=O)C(=O)N/N=C/c2ccccc2OC)c1	10%
119	COc1cc(/C=C2/SC(=S)N(C)C2=O)ccc1OC(=O)c1ccco1	14%
120	COc1ccc(/C=N/n2c(C)nnc2C)cc1OC	8%
121	NC(=S)Cc1nc(-c2cc3ccccc3oc2=O)cs1	22%
122	CCN(CC)CCN(C)Cc1cccs1	0%
123	O=C1/C(=C/c2ccc(F)cc2)SC(=S)N1c1ccc(O)cc1	25%
124	CCCC(=O)Nc1ccc(NC(=O)COc2ccc(Cl)cc2Cl)cc1	26%
125	Cc1ccc(OCC(=O)Nc2ccc(-c3nc4ncccc4o3)cc2)c(C)c1	2%
126	Nn1nnnc1Nc1cccc2ccccc12	4%
127	C=CCn1c(NC(=O)c2ccccc2Cl)c(C(=O)OCC)sc1=S	2%
128	Cc1cc(C)c(C(=O)/C(=C/c2ccco2)c2ccccc2)c(=O)[nH]1	5%
129	Nc1nc(-c2ccc3c(c2)OCO3)cs1	3%
130	COCCCNC(=O)CN(c1ccc(OC)cc1OC)S(=O)(=O)c1ccc(C)cc1	0%
131	c1csc(-c2nc3cc4ccccc4cc3[nH]2)c1	20%
132	CCOC(=O)C1=C(C)N=c2s/c(=C\c3ccc(OCc4ccccc4Cl)c(OC)c3)c(=O)n2C1c1ccc(N(C)C)cc1 (stereo not drawn)	3%
133	O=C(c1ccccc1C(F)(F)F)N1CCOCC1	0%
134	Cc1ccc(/C(N)=N/OC(=O)COc2ccccc2C)cc1	9%
135	COc1ccccc1C(=O)Nc1nc(-c2ccccc2)c(C)s1	25%
136	O=C(N/N=C\c1cc(Cl)cc(Cl)c1O)c1nc(-c2ccccc2)cc(-c2ccccc2)n1	11%
137	COc1ccc(C(=O)Nc2ccc3oc(-c4ccccc4Cl)nc3c2)cc1Br	1%
138	CC(C)(C)C1CCc2c(sc(NC(=O)C3CCCCC3C(=O)O)c2C(N)=O)C1 (stereo not drawn)	7%

# Some of the compounds tested; rates above refer to the full screens.
